PAFAH1B2 FP inh = inhibitors of human PAFAH1B2; recombinant PAFAH1B2, FP-rhodamine activity probe, fluorescence polarization; inhibition, % at 3.39 µM; hit rate 1.2% among 340,000;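 active = inhibition above the mean of all tested compounds plus 3 SD, cut at about 24% in these data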;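 note: 0% = enzyme with DMSO and 100% = wells lacking PAFAH1B2; many of its hits are not listed in these tables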
PAFAH1B3 inh = PAFAH1B3 (human) inhibition; Q15102; recombinant PAFAH1B3, FP-rhodamine probe, fluorescence polarization; inhibition, % at 3.39 µM; hit rate 0.28% among 340,000; AID 492972;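 active = inhibition above the screen-wide average of all tested compounds plus 3 SD, cut at about 25% in these data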;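 note: 0% = enzyme with DMSO only and 100% = wells lacking PAFAH1B3 protein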
PREPL inh = human PREPL enzyme inhibition; hit rate 0.68% among 320,000; recombinant PREPL, fluorescence polarization activity-based probe; inhibition, % at 5.96 µM; AID 2751; in the data active = inhibition above about 43%;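 note: 0% = enzyme with DMSO and 100% = wells lacking enzyme; many of its hits are not listed in these tables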
GSTO1 counter = GSTO1 inhibition, counter-screen for RBBP9 inhibitors. P78417. recombinant GSTO1, activity-based probe fluorescence polarization. inhibition, % at 5.96 µM. hit rate 1.1% among 300,000;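 active = inhibition above the campaign mean inhibition plus 3 SD, cut at about 35% in these data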;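 note: 0% = GSTO1-1 with DMSO and 100% = wells lacking GSTO1-1 enzyme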
LYPLA1 counter = blocks human lysophospholipase 1, a PME1 counter-screen. recombinant LYPLA1, FP-Rh probe fluorescence polarization. hit rate 0.16% among 320,000. O75608. inhibition, % at 5.9 µM;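 active = inhibition above the mean of all tested compounds plus 3 SD, set per campaign, cut at about 14% in these data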;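 note: inhibitors block serine hydrolase probe labeling of LYPLA1 so polarization falls; 0% = enzyme with DMSO and 100% = wells lacking LYPLA1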
PAFAH2 inh = inhibitors of human PAFAH2; AID 492956; Q99487; hit rate 0.99% among 340,000; recombinant PAFAH2, FP-rhodamine activity probe, fluorescence polarization; inhibition, % at 3.39 µM;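 active = inhibition above the mean over all tested compounds plus 3 SD, cut at about 30% in these data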;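 note: inhibitors block probe labeling of enzyme so polarization drops; 0% = enzyme with DMSO and 100% = wells lacking PAFAH2 protein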
pPAFAH inh = inhibitors of human plasma PAF acetylhydrolase (pPAFAH) | Q13093 | recombinant pPAFAH, FP-rhodamine probe fluorescence polarization | inhibition, % at 3.39 µM | hit rate 1.5% among 330,000 | AID 463082;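 active = inhibition above the mean inhibition across the screen plus 3 SD, cut at about 25% in these data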;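 note: inhibitors block binding of the rhodamine activity-based probe so polarization drops; 0% = enzyme with DMSO and 100% = wells lacking pPAFAH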
PAD4 FP inh = inhibitors of human PAD4; Q9UM07; hit rate 0.41% among 330,000; inhibition, % at 6.36 µM; recombinant PAD4, RCA probe fluorescence polarization; AID 485272;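 active = percent inhibition above a cutoff equal to the mean of all tested compounds plus 3 SD, cut at about 15% in these data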;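 note: 0% = PAD4 with RCA probe and DMSO and 100% = probe without PAD4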
Target sequence (Q9UM07 whole entry, looked up): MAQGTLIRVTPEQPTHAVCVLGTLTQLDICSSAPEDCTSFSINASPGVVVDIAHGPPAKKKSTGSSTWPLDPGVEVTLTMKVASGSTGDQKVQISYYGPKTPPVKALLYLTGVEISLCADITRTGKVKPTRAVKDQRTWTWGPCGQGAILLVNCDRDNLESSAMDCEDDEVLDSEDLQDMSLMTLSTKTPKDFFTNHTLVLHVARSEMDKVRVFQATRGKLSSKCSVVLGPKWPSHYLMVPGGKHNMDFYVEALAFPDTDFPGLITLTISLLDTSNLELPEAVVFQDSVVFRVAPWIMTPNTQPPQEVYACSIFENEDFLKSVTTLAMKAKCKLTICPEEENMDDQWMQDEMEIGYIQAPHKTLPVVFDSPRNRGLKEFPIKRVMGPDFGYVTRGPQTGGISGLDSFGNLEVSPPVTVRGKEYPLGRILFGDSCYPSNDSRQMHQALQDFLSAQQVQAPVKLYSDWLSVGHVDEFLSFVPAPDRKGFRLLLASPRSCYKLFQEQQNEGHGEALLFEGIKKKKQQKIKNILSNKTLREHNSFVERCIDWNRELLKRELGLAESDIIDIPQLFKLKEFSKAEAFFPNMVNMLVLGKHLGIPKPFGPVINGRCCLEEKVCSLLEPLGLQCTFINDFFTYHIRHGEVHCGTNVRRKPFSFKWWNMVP
LYPLA2 inh = LYPLA2 (human) inhibition in PME1 counter-screen | O95372 | recombinant LYPLA2, FP-Rh probe fluorescence polarization | inhibition, % at 5.9 µM | hit rate 0.38% among 320,000 | AID 2177;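 active = inhibition above the screen-wide mean plus 3 SD, limit set per campaign, cut at about 26% in these data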;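 note: 0% = LYPLA2 with DMSO and 100% = wells lacking LYPLA2 enzyme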
Target sequence (O95372 whole entry, looked up): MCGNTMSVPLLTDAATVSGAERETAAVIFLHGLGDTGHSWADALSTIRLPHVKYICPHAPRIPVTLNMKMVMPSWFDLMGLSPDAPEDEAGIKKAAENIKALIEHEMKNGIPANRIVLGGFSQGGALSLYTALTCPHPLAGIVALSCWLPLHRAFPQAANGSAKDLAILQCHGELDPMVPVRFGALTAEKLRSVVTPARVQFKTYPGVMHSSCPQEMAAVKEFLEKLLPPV
* = called active by the depositor; / = no result given. Only part of the results is shown; rates above refer to the full screens.

1: O=C(CSc1c2c(nc3ccccc13)CCC2)N1CCCC1
2: O=C(NC1CCCCC1)N1CCSC1=Nc1ccccc1
3: Cn1c(=O)n(CC(=O)NCc2cccnc2)c2ccccc21
4: CCOc1ccc(C)cc1S(=O)(=O)n1ccnc1
5: CNC(=O)/C(C#N)=c1\s/c(=C/C(=O)OC)c(=O)n1-c1ccccc1
6: Cc1cc(-n2nc3ccccc3n2)c(O)c([N+](=O)[O-])c1
7: CC#C[C@]1(O)CC[C@H]2[C@@H]3CCC4=CC(=O)CCC4=C3[C@@H](c3ccc(N(C)C)cc3)C[C@@]21C
8: Cn1c(CCNC(=O)c2cccs2)n[nH]c1=S
9: CCOc1cc(C(=S)N2CCOCC2)ccc1OS(=O)(=O)c1ccccc1
10: CC(=O)c1cc(CN2CCN(C3CCN(C(C)C)CC3)C(CCO)C2)cs1 (centres undefined)

screen / no.,1,2,3,4,5,6,7,8,9,10
PAFAH1B2 FP inh,1,2,6,1,-3,4,1,6,-2,-3
PAFAH1B3 inh,1,0,6,4,-3,-3,5,2,-4,-8
PREPL inh,8,20,-4,3,-33,-1,50*,8,13,11
GSTO1 counter,-2,-5,-8,-4,2,-2,4,1,-4,-2
LYPLA1 counter,6,1,4,-2,-7,0,1,-3,2,1
PAFAH2 inh,-1,5,2,0,0,6,4,1,-4,9
pPAFAH inh,-1,19,2,1,-21,8,1,-1,2,5
PAD4 FP inh,5,-1,4,6,-38,0,-1,2,-1,1
LYPLA2 inh,4,0,3,-3,-11,8,2,-3,6,1

11: CCn1c(COc2c(C)cccc2C)nnc1SCc1nc2ccccc2c(=O)[nH]1
12: Cc1cc(C(=O)CN2C(=O)C(=O)N(Cc3ccccc3)C2=O)c(C)n1-c1ccccc1F
13: CCC(C(=O)N/N=C(\C)c1cccnc1)c1ccccc1 (centres undefined)
14: O=C(Nc1nccs1)c1ccc(COc2ccc(F)cc2)o1
15: Cn1cccc1Cc1nnc(SCC(=O)N2CCN(c3ccccc3)CC2)n1-c1ccc(F)cc1
16: Clc1ccc(CSc2nnc(-c3ccccn3)n2Cc2ccco2)c(Cl)c1
17: CCC(C)NCCCOc1ccc(C)cc1OC (centres undefined)
18: CCc1nnc(NC(=O)CSc2nnc(-c3ccccc3OC)n2-c2ccccc2)s1
19: COCCNC(=O)c1cc(-c2ccccc2)n(Cc2cc(C)no2)n1
20: CCCN(C(=O)Cc1csc(-c2ccccc2)n1)C1CCS(=O)(=O)C1 (centres undefined)

screen / no.,11,12,13,14,15,16,17,18,19,20
PAFAH1B2 FP inh,3,1,0,4,9,8,5,5,1,-1
PAFAH1B3 inh,5,5,12,-7,7,7,-2,2,7,6
PREPL inh,-15,-5,-4,-12,49*,4,2,-5,2,-1
GSTO1 counter,-17,10,2,-4,-5,-1,1,4,6,/
LYPLA1 counter,2,-4,-1,-6,-3,0,3,-1,2,1
PAFAH2 inh,3,-4,-27,3,-6,-7,5,-5,0,2
pPAFAH inh,6,5,11,-6,23,6,4,0,1,1
PAD4 FP inh,-2,1,4,-7,1,-3,1,3,0,0
LYPLA2 inh,9,3,-5,-4,0,8,-3,2,-1,4

21: C=CCNC(=S)NNC(=O)c1ccc(OCCC)cc1
22: COc1ccc(Cn2ccnc2)cc1Br
23: OC1(c2nc3ccccc3[nH]2)CCCCC1
24: O=C(Nc1ccc(F)cc1)N1CCC(c2nc3c(nnn3Cc3ccccc3Cl)c(=O)[nH]2)CC1
25: Cc1nc(C(=O)Nc2ccccc2)sc1C1(C)CC(c2cccc([N+](=O)[O-])c2)=NO1 (centres undefined)
26: CCC(=O)c1ccc(OCC(=O)OCC(=O)N2c3ccccc3CC2C)cc1 (centres undefined)
27: Cc1ccc2nc(N(CCCN(C)C)C(=O)COc3ccc(Cl)cc3)sc2c1
28: O=C(c1cc(-c2ccco2)on1)N1CCN(c2ccccc2)CC1
29: Cc1ccc(C)c(N2CCN(C(=O)c3ccc(N4CCCC4=O)cc3)CC2)c1
30: COc1ccc(C(C(=O)NC(C)(C)C)N(C(=O)Cn2nnc3ccccc32)c2ccc(C(C)=O)cc2)cc1O (centres undefined)

screen / no.,21,22,23,24,25,26,27,28,29,30
PAFAH1B2 FP inh,-5,4,3,4,0,7,-1,1,2,0
PAFAH1B3 inh,-2,-2,9,4,2,1,9,-6,3,2
PREPL inh,2,1,1,-2,4,-5,-76,5,12,-3
GSTO1 counter,1,-6,1,3,6,2,8,7,5,-4
LYPLA1 counter,0,5,-2,-1,0,-1,-1,1,5,4
PAFAH2 inh,-10,-5,-1,17,-2,3,4,1,-1,2
pPAFAH inh,4,-3,-1,3,1,8,1,7,8,2
PAD4 FP inh,1,-10,-3,-7,4,-2,0,-1,6,-2
LYPLA2 inh,0,2,0,1,23,4,-4,9,1,2

31: COc1ccc(-c2csc(NC(=O)CCS(=O)(=O)c3ccccc3)n2)c(OC)c1
32: Cc1nc2ccccc2c(=O)n1/N=C/C=C/c1ccccc1
33: CCNc1c(NCC)c(=O)c1=O
34: CN(C)S(=O)(=O)c1ccc(Cl)c(NC(=O)COC(=O)C2CSC3(C)CCC(=O)N23)c1 (centres undefined)
35: Cn1c(SCCS(=O)(=O)c2ccc(Cl)cc2)nnc1-c1ccccc1
36: CC1CC(NNC(=O)c2ccccc2)=Nc2ccccc2N1C (centres undefined)
37: COc1cccc(C(=O)N2N=C(c3cccc(OC)c3)CC2(O)C(F)(F)F)c1 (centres undefined)
38: Cc1cccc(N2C(=O)NC3(CCCCC3)C2=O)c1
39: CC1CN(c2nc3ccccc3nc2NS(=O)(=O)c2ccccc2)CC(C)O1 (centres undefined)
40: NC(=O)C1CCN(C(=O)c2ccccc2SCC(=O)NCC2CCCCC2)CC1

screen / no.,31,32,33,34,35,36,37,38,39,40
PAFAH1B2 FP inh,6,0,6,-1,3,-2,-1,1,3,5
PAFAH1B3 inh,1,7,5,0,-5,4,0,5,15,8
PREPL inh,-3,1,8,4,14,-1,16,11,17,7
GSTO1 counter,12,7,-6,5,13,-2,5,5,/,-3
LYPLA1 counter,-4,0,3,-2,-2,5,-3,-2,/,3
PAFAH2 inh,-4,4,-3,-2,3,1,2,-1,11,5
pPAFAH inh,1,2,2,4,3,4,1,-7,8,-3
PAD4 FP inh,2,-1,-3,1,-7,2,6,0,-1,0
LYPLA2 inh,-1,6,7,-2,-1,6,0,-3,/,0

Some of the entries above in another layout.
#22 COc1ccc(Cn2ccnc2)cc1Br
  PAFAH1B2 FP inh = 4
  PAFAH1B3 inh = -2
  PREPL inh = 1
  GSTO1 counter = -6
  LYPLA1 counter = 5
  PAFAH2 inh = -5
  pPAFAH inh = -3
  PAD4 FP inh = -10
  LYPLA2 inh = 2

#23 OC1(c2nc3ccccc3[nH]2)CCCCC1
  PAFAH1B2 FP inh = 3
  PAFAH1B3 inh = 9
  PREPL inh = 1
  GSTO1 counter = 1
  LYPLA1 counter = -2
  PAFAH2 inh = -1
  pPAFAH inh = -1
  PAD4 FP inh = -3
  LYPLA2 inh = 0

#24 O=C(Nc1ccc(F)cc1)N1CCC(c2nc3c(nnn3Cc3ccccc3Cl)c(=O)[nH]2)CC1
  PAFAH1B2 FP inh = 4
  PAFAH1B3 inh = 4
  PREPL inh = -2
  GSTO1 counter = 3
  LYPLA1 counter = -1
  PAFAH2 inh = 17
  pPAFAH inh = 3
  PAD4 FP inh = -7
  LYPLA2 inh = 1

#25 Cc1nc(C(=O)Nc2ccccc2)sc1C1(C)CC(c2cccc([N+](=O)[O-])c2)=NO1 (centres undefined)
  PAFAH1B2 FP inh = 0
  PAFAH1B3 inh = 2
  PREPL inh = 4
  GSTO1 counter = 6
  LYPLA1 counter = 0
  PAFAH2 inh = -2
  pPAFAH inh = 1
  PAD4 FP inh = 4
  LYPLA2 inh = 23

Going on with the list.
41: Cc1cc(C)c2c(=O)[nH]c(SCC(=O)c3ccc(F)c(C)c3)nc2n1
42: O=c1c2c3n(c(=S)nc2[nH]n1-c1ccccc1)CCCCC3
43: Cc1ccc(Nc2nc(-c3ccc(S(=O)(=O)N4CCCC4)cc3)cs2)cc1C
44: COc1cccc(/C=N/Nc2ncc(C)c(=O)[nH]2)c1OC
45: O=C(CSc1nc(Cc2ccccc2)nc2ccccc12)Nc1nc2c(s1)CCCC2
46: Cc1cc(C)cc(NC(=O)c2cc(C)nn2C)c1
47: COc1ccc(NC(=O)c2ccc3c(SCC(=O)O)c4c(nc3c2)CCCC4)cc1Cl
48: CC(C)N(Cc1nc(-c2ccccc2)no1)C(=O)c1ccc([N+](=O)[O-])cc1
49: CCN(CC)CCNC(=O)c1cc(Nc2ccc(OC)c(OC)c2)nc2ccccc12
50: CC(=O)Nc1ccc(NC(=O)Cn2c(=O)n(-c3ccc(C)cc3)c(=O)c3oc4ccccc4c32)cc1

screen / no.,41,42,43,44,45,46,47,48,49,50
PAFAH1B2 FP inh,0,2,7,9,-8,0,/,-2,4,2
PAFAH1B3 inh,-1,12,20,-2,2,6,/,2,0,3
PREPL inh,-29,11,9,7,-24,-5,19,18,42,6
GSTO1 counter,4,12,-6,9,-14,8,-56,8,8,19
LYPLA1 counter,-4,-3,-14,4,-14,-4,-14,5,-1,-7
PAFAH2 inh,2,10,-19,-4,-6,0,/,4,-12,-4
pPAFAH inh,0,2,9,-1,-26,1,-1,1,-2,-4
PAD4 FP inh,-6,0,-2,5,0,2,-1,-4,-4,2
LYPLA2 inh,-2,-1,-5,4,-16,-4,-18,20,-7,-11

Screen by screen, as entered above.
Entries 42–47 in LYPLA1 counter: -3, -14, 4, -14, -4, -14
Entries 42–47 in LYPLA2 inh: -1, -5, 4, -16, -4, -18

The listing continues:
51: NC(=O)NC(=O)COC(=O)CCCCCNS(=O)(=O)c1ccc2c(c1)OCCO2
52: COc1cc(NC(=O)COC(=O)c2nc3nc(C)cc(C)n3n2)cc(OC)c1
53: Cc1ccc(C(=O)N2CCN(c3ccccn3)CC2)cc1Cl
54: CN(C(=O)c1coc(=O)c2ccccc12)c1ccc(F)cc1
55: Cc1ccc(C)n1NC(=O)c1ccc(O)cc1
56: CN(C)C(=O)c1ccc(Cl)cc1[N+](=O)[O-]
57: O=C1CN(C(=S)Nc2ccccc2Cl)CCN1
58: CC1Nc2nc(N(C)C)[nH]c(=O)c2NC1C (centres undefined)
59: CCc1noc(C)c1C(=O)N(C)CC(=O)Nc1ccc(Cl)c(Cl)c1
60: COc1cc2c(cc1OC)C(NC(=O)C(F)(F)F)C/C2=N\O (centres undefined)
61: CCO[C@@H]1c2c(ccc3ccc(=O)oc23)OC(C)(C)[C@H]1O
62: CCOc1ccccc1N1CC(C(=O)Nc2ccc(S(=O)(=O)N3CCCCC3)cc2)CC1=O (centres undefined)
63: N#Cc1ccc(-c2cccnc2)nc1SCC(N)=O

screen / no.,51,52,53,54,55,56,57,58,59,60,61,62,63
PAFAH1B2 FP inh,4,-1,4,0,-5,5,1,-4,2,6,-2,2,/
PAFAH1B3 inh,5,3,3,-7,-1,3,-3,-2,7,5,4,7,/
PREPL inh,2,11,11,0,10,-4,5,-9,20,-4,-4,5,4
GSTO1 counter,3,2,6,3,2,11,-3,-3,8,1,/,6,5
LYPLA1 counter,1,0,-3,-2,0,0,3,-4,0,-3,2,-2,2
PAFAH2 inh,3,7,-6,-2,-4,2,-1,-13,-4,0,3,7,/
pPAFAH inh,4,-2,-2,2,5,5,6,1,-1,2,-2,7,5
PAD4 FP inh,-5,-1,-4,6,-2,-3,4,-6,-1,-1,2,-4,1
LYPLA2 inh,-3,-2,0,-6,0,0,3,-2,0,0,-5,-7,4
